Bioassay records as filed in PubChem.
SR-BI uptake up – activators of SR-BI mediated HDL lipid uptake. CHO ldlA[mSR-BI] cells, DiI-HDL uptake fluorescence, 3 h; 100 = double the neutral-control signal. activation, % at 12.5 µM. 320,000 tested, 0.096% active. AID 504775;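 active = mean replicate activation of at least 60% and every replicate at or above 60%; inconclusive = mean or all-replicate condition met, but not both; inactive = mean below 60% and not all replicates reaching 60%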;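 also: 0% = median plate neutral-control signal and 100% = twice that signal; values of inactives mirror those of a sister screen read the other way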
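Test system: SR-BI-overexpressing, LDLR-lacking CHO cells; Medium: Ham's F12 with 0.5% BSA, HEPES 25 mM, pH 7.4; Schedule: 3 h, 37 °C; Technique: bottom-read fluorescence, 550/595 nm.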
CAL PDZ FP-1 – human CAL PDZ-peptide interaction inhibition | Q9HD26 | purified CAL PDZ, TMR-peptide fluorescence polarization, 1 h | inhibition, % at 20 µM | 330,000 tested, 0.02% active | AID 504414;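 active = highest replicate inhibition of at least 40%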;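 also: plate controls were DMSO neutral control wells for no effect and unlabeled competitor peptide control wells for full effect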
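Material: tagged CAL PDZ protein CerCALP, purified; buffer or medium: sodium phosphate/NaCl buffer pH 7.4 with TCEP, IgG, Thesit; also added: fluorescent TMR peptide probe; schedule: 1 h incubation at room temperature before polarization reading; technique: fluorescence polarization from S- and P-plane intensities, G-factor corrected; control set: unlabelled peptide and DMSO controls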
CAL PDZ FP-2 – inhibitors of human CAL PDZ peptide binding; purified CAL PDZ, TMR-peptide fluorescence polarization, 1 h; inhibition, % at 24.9 µM; 300,000 tested, 0.92% active; AID 602252;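 active = mean inhibition of at least 30% with at least half of replicates also reaching 30%; inconclusive = no clear call, values can overlap the other calls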;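 also: 0% = DMSO neutral control and 100% = excess unlabeled competitor peptide PRC23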
Wnt act – activates Wnt/beta-catenin signaling in a reporter cell assay; 300,000 tested, 1.2% active; activator, plate reader; activation, % at 9.35 µM; AID 743398; in the data active = activation above about 30%, passing the limit was not always enough; inconclusive = no clear call, values can overlap the other calls;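 also: 0% = neutral control wells and 100% = positive control wells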
Tat export inh – E. coli Tat transport inhibition; AID 488895; inhibition, % at 10 µM; E. coli MC4100 TorA-mCherry Tat export, fluorescence; 340,000 tested, 0.036% active;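 active = mean replicate inhibition at least 50% and at least half of replicates individually reaching 50%; inconclusive = only one of the two criteria met; inactive = neither criterion met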;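 also: exported cargo escapes ClpAP degradation while cytoplasmic cargo is degraded and loses fluorescence; 0% = median of neutral control wells and 100% = median of NaSCN control wells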
SR-BI HDL uptake – inhibitors of mouse SR-BI mediated HDL lipid uptake. inhibition, % at 12.5 µM. ldlA[mSR-BI] CHO cells, DiI-HDL uptake fluorescence, 3 h. Q61009. 320,000 tested, 0.96% active;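 active = mean replicate inhibition of at least 70% and a set share of replicates each scoring 70 or more; inconclusive = meets just one of the two criteria; inactive = fails both criteria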;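 also: 0% = median of neutral control wells and 100% = median of positive control wells; values of inactives mirror those of a sister screen read the other way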
Target sequence (Q61009 whole entry, looked up): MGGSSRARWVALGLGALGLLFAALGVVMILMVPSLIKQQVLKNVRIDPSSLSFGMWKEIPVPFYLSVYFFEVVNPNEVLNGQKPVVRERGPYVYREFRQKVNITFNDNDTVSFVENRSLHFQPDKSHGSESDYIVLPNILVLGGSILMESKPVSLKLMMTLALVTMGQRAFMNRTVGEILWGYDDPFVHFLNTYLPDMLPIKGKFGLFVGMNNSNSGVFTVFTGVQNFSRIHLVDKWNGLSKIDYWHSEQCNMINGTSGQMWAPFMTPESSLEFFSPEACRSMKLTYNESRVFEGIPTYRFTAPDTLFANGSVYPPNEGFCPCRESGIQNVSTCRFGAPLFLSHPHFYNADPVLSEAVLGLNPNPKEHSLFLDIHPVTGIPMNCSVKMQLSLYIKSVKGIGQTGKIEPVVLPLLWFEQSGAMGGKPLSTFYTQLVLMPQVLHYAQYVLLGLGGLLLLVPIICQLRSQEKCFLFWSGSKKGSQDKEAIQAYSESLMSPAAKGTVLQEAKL
MITF TRPM1 HTS – MITF TRPM1 promoter activation in melanoma cells; SK-MEL-5 TRPM1-promoter luciferase, 24 h; % of positive control, neutral wells = 0; activation, % at 12.5 µM; 300,000 tested, 0.75% active; AID 588334;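 active = mean activation of at least 80% with every replicate also reaching 80%; inconclusive = mean reaches 80% but some replicate falls short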;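 also: 0% = neutral control wells and 100% = parthenolide positive control wells; values of inactives mirror those of a sister screen read the other way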
Ecoli viability – bacterial growth inhibition, counter-screen for AddAB inhibitors | E. coli V3065 growth, OD600 absorbance, 18 h | inhibition, % at 11.9 µM | 330,000 tested, 0.27% active | AID 449728;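 active = inhibition above the campaign's mean inhibition across all tested compounds plus 3 SD, cut at about 9.9% in these data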;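 also: uninfected addAB+ strain grown without phage in ampicillin broth; 0% = DMSO wells and 100% = ciprofloxacin 0.95 µg/ml wells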
AddAB inh – less growth of phage-infected E. coli with AddAB; 330,000 tested, 0.29% active; inhibition, % at 11.9 µM; E. coli expressing H. pylori AddAB, absorbance growth; in the data active = inhibition above about 12%;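 also: 0% = vehicle wells of infected cells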
phage Ecoli inh – E. coli growth loss with phage present; inhibition, % at 11.9 µM; 360,000 tested, 0.26% active; growth absorbance; in the data active = inhibition above about 11%
* = called active by the depositor; ? = inconclusive; . = no result given.

Molecule | Tat export inh | CAL PDZ FP-2 | SR-BI uptake up | Wnt act | CAL PDZ FP-1 | MITF TRPM1 HTS | SR-BI HDL uptake | phage Ecoli inh | AddAB inh | Ecoli viability
Cc1nnc(NC(=O)CSc2nnc(CNC(=O)c3ccc(F)cc3)o2)s1 | -15 | -2 | 13 | 0 | 0.3 | 7 | -13 | 1.4 | 4.2 | 1.2
O=C1/C(=C/c2cccnc2)CC/C1=C\c1cccnc1 | 1 | 3 | -7 | 7 | -0.7 | -5 | 7 | 0.0 | 0.8 | -1.6
Cc1occc1-c1nnc(SCC(=O)NC2CCCC2)n1C | 4 | -3 | 3 | 3 | -0.5 | -13 | -3 | 1.8 | 0.0 | -2.3
O=c1[nH]cnc2sc3c(c12)CCC3 | 3 | . | . | 2 | -1.4 | 0 | . | 1.9 | 2.5 | 3.1
O=C(NCC1CCCO1)c1nc(Cn2ccc([N+](=O)[O-])n2)no1 (centres undefined) | -12 | . | . | 2 | -0.8 | 4 | . | 1.4 | 6.3 | 1.6
CC(C)C(=O)NC(=O)[C@@H]1CCCN1C(=O)/C=C/c1ccccc1 | 0 | 0 | 6 | 3 | -0.3 | -3 | -6 | 3.0 | 1.0 | -4.5
O=C1C2CC=CCC2C(=O)N1c1cccc(OS(=O)(=O)c2ccc3ccccc3c2)c1 (centres undefined) | 8 | . | -5 | . | -0.5 | -6 | 5 | 2.7 | 0.0 | 1.2
Oc1oc(-c2cccc3ccccc23)nc1/C=N/c1nccs1 | -5 | 0 | -17 | 0 | 0.1 | 3 | 17 | 2.7 | 5.8 | 0.3
CCN1CCN(S(=O)(=O)c2ccc(Cl)c(C(=O)NC(C)(C)C)c2)CC1 | -2 | -7 | 7 | -1 | -0.3 | -6 | -7 | -0.9 | 2.0 | -1.4
O=C(CN(C(=O)c1csnn1)c1ccccc1)NCCc1ccccc1 | 13 | -1 | 14 | 1 | -2.8 | -9 | -14 | 0.9 | 2.2 | -0.8
Nc1nc(SCC(=O)N2CCCCC2)[nH]c(=O)c1NC(=O)c1ccccc1F | 3 | -2 | 17 | 0 | -3.2 | -3 | -17 | 0.5 | 1.2 | 1.4
COC(=O)c1ccc(/C=C2\CCn3c2nc2cc(C(=O)O)ccc2c3=O)cc1 | 2 | 5 | 14 | . | 0.5 | -8 | -14 | . | 0.1 | -0.4
CCOC(=O)C1(Cc2ccccc2C)CCCN(C(=O)CCc2c(C)noc2C)C1 (centres undefined) | 3 | 1 | 11 | -1 | 0.1 | 6 | -11 | 1.0 | 4.2 | -1.0
Cc1c(C(=O)OCC(=O)N(C)C2CCS(=O)(=O)C2)oc2ccc(Br)cc12 (centres undefined) | 1 | 26 | . | -2 | -1.0 | 6 | . | 1.1 | -0.7 | -0.5
CCc1ccc(/C=N/NC(=O)c2cc(-c3cccc([N+](=O)[O-])c3)n[nH]2)cc1 | 10 | . | 5 | 2 | 0.7 | . | -5 | 0.4 | 2.2 | -0.5
COc1cc(OC)c(C(=O)NC2CCCc3ccccc32)cc1OC (centres undefined) | 1 | -4 | -14 | -1 | -1.7 | -6 | 14 | -0.1 | 3.2 | -1.3
Cc1cccc2cc(CN(Cc3cccs3)C(=S)NCc3ccco3)c(=O)[nH]c12 | 13 | -23 | -6 | -4 | -0.9 | 2 | 6 | 0.8 | 2.1 | -0.7
O=C(NC1CS(=O)(=O)CC1NCc1ccccc1)c1ccccc1 (centres undefined) | -1 | 1 | 1 | -1 | -2.2 | -1 | -1 | 3.0 | -2.1 | -1.1
C/C(=N\NC(=O)c1ccccc1OCCOc1ccccc1)c1ccccc1F | -1 | -2 | -17 | -4 | -5.6 | -12 | 17 | 3.2 | . | .
COc1cc(NC(=O)c2cccs2)ccc1NC(=O)Cc1ccccc1 | 9 | 42* | -60 | 2 | -0.6 | 19 | 60 | 3.3 | 3.7 | 2.1
COc1ccccc1C1C2=C(CC(C)(C)CC2=O)N(CC(=O)O)C2=C1C(=O)CC(C)(C)C2 | 2 | -5 | 5 | -1 | 4.2 | -3 | -5 | 1.7 | 0.3 | -0.2
CCOC(=O)c1sc(NC(=O)CCC(=O)O)nc1C | 4 | 10 | 15 | -4 | 1.1 | 4 | -15 | 0.8 | 1.7 | -2.9
Cc1ccc(C)c(NC(=S)NNC(=O)c2csc(C)c2)c1 | 0 | -6 | 9 | 0 | -1.0 | 4 | -9 | 0.7 | 2.0 | 1.4
C#CCOCCOCCOCCNc1nc(N2CCN(C(=O)[C@H](CCCCN)n3cc(CN)nn3)CC2)nc(N2CCN(C(=O)[C@H](CCCCN)n3cc(CN)nn3)CC2)n1 | -7 | -2 | -1 | 1 | -0.5 | 2 | 1 | 2.2 | -1.9 | -3.3
Cc1cc(-c2c(C)n([O-])c(C)c(C)[n+]2=O)ccc1F | -3 | -4 | 32 | -3 | 0.2 | . | -32 | 0.4 | 2.6 | -1.5
Cc1nn(CC#N)c(=O)n1N(C)c1ncc(C(F)(F)F)cc1Cl | -5 | -3 | 7 | -1 | -4.0 | -15 | -7 | 3.7 | -0.8 | 0.5
CCOc1cc(CNc2ncc(-c3ccc(OC)cc3)n2C)ccc1O | -1 | -2 | 18 | . | -0.7 | -1 | -18 | 1.4 | 3.3 | 0.2
COC(=O)C1CN(S(=O)(=O)c2ccc(NC(C)=O)cc2)CCS1 (centres undefined) | -6 | -1 | -5 | -2 | -2.5 | 1 | 5 | -2.6 | 3.6 | -1.6
CCc1ccc(Nc2nnc(SCC(=O)N(C)CC(=O)Nc3ccccc3CC)s2)cc1 | -6 | -2 | -41 | 0 | -0.1 | 11 | 41 | 3.0 | 3.9 | 0.6
COc1ccc(C(=O)NC(CC(=O)O)c2cc([N+](=O)[O-])ccc2Cl)cc1 (centres undefined) | -1 | 4 | 12 | -1 | -0.7 | -4 | -12 | 3.8 | -0.5 | -3.1
Cc1oncc1-c1csc(-c2ccccc2Cl)n1 | 0 | . | -16 | 1 | -1.4 | 10 | 16 | 2.7 | 3.9 | 1.4
CN1CC(=O)N(CC(=O)Nc2ccc(OCc3ccccc3)cc2)C1=O | 9 | -7 | -19 | 8 | -0.9 | 40 | 19 | -1.0 | 1.9 | 1.0
CC(=O)c1cccc(NC(=O)Cn2cc3c(n2)CCCC3)c1 | 0 | . | 2 | -2 | 0.3 | . | -2 | 1.5 | 4.0 | 1.2
CCC(=O)N1CCc2cc(S(=O)(=O)N3CCN(c4cc(C)ccc4C)CC3)ccc21 | -1 | -4 | -6 | . | -0.4 | -2 | 6 | . | 4.2 | -1.4
COc1ccc(N2CCN(CC(=O)Nc3nnc(-c4ccccc4)s3)CC2)cc1 | -5 | -5 | 10 | . | . | 4 | -10 | 0.6 | -0.8 | -0.4
COc1ccc(S(=O)(=O)N2CCCCC2)cc1NC(=O)c1ccc2ccccc2n1 | 2 | . | -29 | -1 | -1.2 | -4 | 29 | 1.7 | 2.7 | 0.0
O=C1NC[C@H](Cc2ccc(O)cc2)N(CC2CCCCC2)C1=O | -40 | 0 | -13 | -2 | -0.7 | -1 | 13 | 1.9 | 1.9 | -1.7
Cc1nnc(NCCc2ccccc2)[nH]c1=O | 4 | 4 | 54 | . | -1.5 | . | -54 | 3.9 | -0.9 | -1.1
O=C(NCCOC(=O)C1COc2ccccc2O1)c1cccnc1 (centres undefined) | -2 | -1 | 16 | . | -0.8 | -3 | -16 | 0.6 | 4.0 | 0.8
Fc1cccc(CN2CCN(Cc3nc(CCc4ccccc4)no3)CC2)c1 | -5 | 4 | . | 0 | -1.7 | 1 | . | 1.8 | -0.6 | -0.9
CCN1CCN(C(=O)c2nn(C)c3c2CS(=O)(=O)c2ccccc2-3)CC1 | -3 | 4 | 6 | 3 | -2.2 | 10 | -6 | 2.6 | 2.0 | 1.2
CCOc1ncccc1C(=O)OCc1ccc(C(=O)OC)cc1 | -2 | 0 | -11 | 21 | -0.3 | 14 | 11 | 3.4 | 1.7 | -13
COc1ccc(CN(C)C(=O)Cc2ccsc2)c(OC)c1OC | 4 | -2 | -10 | 0 | -1.2 | 12 | 10 | -0.5 | 3.5 | -1.8
CCCc1c(C)c2c(C)[nH]nc2oc1=O | 2 | -2 | 8 | . | -0.9 | 7 | -8 | 2.6 | -4.2 | 1.2
O=C(Nc1ccc(C(=O)N2CCCCC2)cc1)c1ccc([N+](=O)[O-])cc1 | 2 | 0 | -46 | -1 | 0.1 | -2 | 46 | -1.1 | 1.3 | -0.7
CCCOc1ccc(N/C=C/C(=O)c2ccc(OC)c(OC)c2)cc1 | -6 | -4 | -42 | 1 | 0.8 | 14 | 42 | -0.2 | 0.3 | -1.3
Cc1csc(NC(=O)c2nc3nc(C)cc(C)n3n2)n1 | -2 | 3 | 26 | . | -3.1 | 12 | -26 | 1.7 | 1.6 | 2.5
O=C1CN(C(=O)COc2ccc(Cl)c(Cl)c2)c2ccccc2N1 | 2 | -2 | 9 | 2 | -0.4 | 27 | -9 | 4.4 | . | .
O=c1c2c3nc4ccccc4nc3n(CC3CCCO3)c2ncn1CCc1ccccc1 (centres undefined) | 2 | -2 | -20 | . | -2.5 | 5 | 20 | 1.6 | 1.5 | 0.1
CCNS(=O)(=O)c1cccc(C(=O)c2c(C)cc3ccccn23)c1 | 5 | -1 | 10 | . | -2.4 | -4 | -10 | 1.2 | 0.5 | 1.2
CC(=O)Nc1ccc(OC(=O)c2ccco2)cc1 | -7 | -5 | 40 | 1 | -2.3 | 0 | -40 | -2.9 | 2.6 | -0.6
CC(C)NC(=O)c1[nH]nc2c1CCc1ccccc1-2 | -11 | 0 | 42 | . | -1.4 | . | -42 | . | . | .
O=C(NC1(C(F)(F)F)NC(=O)N(Cc2ccccc2)C1=O)c1cccnc1 (centres undefined) | -2 | 1 | 22 | . | 0.2 | 7 | -22 | -0.3 | 0.9 | 2.5
COc1ccc(OC)c(S(=O)(=O)NCCc2cn3ccsc3n2)c1 | 9 | -1 | 30 | -5 | -1.0 | . | -30 | 1.5 | 3.4 | -0.1
COc1ccc(NC(=O)c2cccc(N3C(=O)c4ccc(C(=O)Nc5ccc(OC)c(O)c5)cc4C3=O)c2)cc1O | -1 | 6 | -53 | 1 | -0.3 | -11 | 53 | 0.8 | 0.9 | 0.3
CCNc1nc(NCC)nc(OCCOC(C)=O)n1 | ? | -3 | 17 | . | 1.1 | 5 | -17 | 2.1 | -0.7 | -0.5
